# BRCA1 expr act: increases BRCA1 expression | MCF7-BRCA1-FFLuc reporter, luminescence, 48 h; response scale: scaled: vehicle 0%, 10 µM genistein 100% | Potency, µM (highest dose often 46.1 µM), without a hit: at the highest dose activation, hits mostly activators | 380,000 tested, 1.1% active | AID 624202; also: nearly all actives have a fitted effect of over 80% in size; some results filed as inactive show a strong effect at the top dose
#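 Using MCF7 cells harboring a BRCA1 firefly luciferase reporter, plated 2 h before compound pinning, the screen measured luminescence after 48 h incubation. Responses were normalized to DMSO and 10 microM genistein, then fitted for concentration-effect.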
# MBNL1 CUG block: blocks human MBNL1 binding to CUG repeat RNA. Q9NR56. TR-FRET MBNL1-His/biotin-(CUG)12 binding, 665/545 ratio. Potency, µM (doses to about 57.5 µM), inactives show at the highest dose activity change, negative = inhibition, hits mostly inhibitors. 280,000 tested, 0.036% active. AID 2675; active = well fitted inhibition curve with a large enough effect in the signal ratio, with a control signal flat, not every such curve was filed as active; inconclusive = small, poorly fitted or top-dose-only effect, or effect the other way, or a change in a side signal; inactive = no such curve, though single readings can be large or run the other way; the % refers to the signal ratio; also: % is scaled to controls: 0 for no effect and ±100 for the full control effect
#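 Compounds (final 92 nM to 58 uM) are added to His-tagged MBNL1 and biotin-(CUG)12, then terbium anti-His antibody and streptavidin-XL665 (5 nM final). After 60 min at room temperature, the 665/545 nm ratio is read.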
# VP16 counter: inhibits Gal4-VP16 luciferase reporter, ROR gamma counter-screen; Drosophila S2 Gal4-VP16 UAS-luciferase, luminescence, 20 h; Potency, µM (series often up to 53.6 µM), inactives show top-dose activity, negative = inhibition, hits mostly inhibitors; 310,000 tested, 3.5% active;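 also: Gal4-VP16 expression switched on by copper sulfate through the metallothionein promoter; % is scaled to controls: 0 for no effect and ±100 for the full control effect; nearly all actives have a fitted effect of over 50% in size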
# MLL CXXC-DNA inh: MLL CXXC-DNA interaction inhibition; MLL-CXXC / FITC-HOXA9 DNA fluorescence polarization; Potency, µM (series often up to 115 µM), without a hit: top-dose activity change, negative = inhibition, actives largely listed as inhibitors; 290,000 tested, 0.037% active; AID 2662; active = well fitted inhibition curve with a large enough effect in the polarisation, with a control signal flat, not every such curve was filed as active; inconclusive = small, poorly fitted or top-dose-only effect, or effect the other way, or a change in a side signal; inactive = no such curve, though single readings can be large or run the other way; the % refers to the polarisation
#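 Purified MLL-CXXC (added from a 7 uM solution) was preincubated 5 min at ambient with pinned compounds in 50 mM Tris-HCl pH 7.5, 50 mM NaCl, 1 mM DTT, 0.05% BSA. Fluorescein-labeled HOX-A9 DNA (50 nM solution) followed, 30 min, then polarization read.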
# ELG1 genotoxic: inducers of genotoxicity in HEK293T ELG1-luciferase cells; HEK293T ELG1-luciferase reporter, luminescence, 16 h; Potency, µM (titrated, usually from 46 µM), inactives show top-dose activity change, positive = activation, hits mostly activators; 330,000 tested, 1.3% active; AID 504466; also: % of control where 0% means no effect; nearly all actives have a fitted effect of over 60% in size
#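 16 hr compound incubation (37 °C, 5% CO2) of HEK293T cells carrying luciferase-tagged ELG1; luciferase then measured by ONE-Glo luminescence after 30 min at RT.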
# Rab9 promoter act: Rab9 promoter activation; Huh7 Rab9 promoter-luciferase reporter, luminescence, 24 h; Potency, µM (titrated, usually from 9.22 µM), inactives show top-dose activation, negative = inhibition, most hits filed as activators; 320,000 tested, 2.8% active; also: % of control where 0% means no effect; nearly all actives have a fitted effect of over 60% in size
#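 Steps: seed 1500 Huh7 Rab9-luc cells per well, rest 2 h at 37 °C; add compound in DMSO; incubate 24 h; add luciferase reagent, 10 min ambient; read luminescence.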
# uPA surface inh: blocks generation of uPA at the cell surface; cell surface uPA generation assay, qHTS; Potency, µM (top dose mostly 38.3 µM), for the others: at the top dose activity change, negative = inhibition, most hits filed as inhibitors; 330,000 tested, 0.31% active; active = well fitted inhibition curve with a large enough effect; inconclusive = small, poorly fitted or top-dose-only effect; inactive = no such curve, though single readings can be large or run the other way; tested in mouse RAW 264.7 cells; also: % is scaled to controls: 0 for no effect and ±100 for the full control effect; nearly all actives have a fitted effect of over 55% in size
# RORg inh: ROR gamma (mouse) transcription inhibition; Potency, µM (titrated, usually from 53.6 µM), inactives show at the highest dose activity change, negative = inhibition, most hits filed as inhibitors; AID 2551; 310,000 tested, 5.4% active; Drosophila S2 Gal4-RORgamma UAS-luciferase reporter, 20 h; also: % is scaled to controls: 0 for no effect and ±100 for the full control effect; nearly all actives have a fitted effect of over 60% in size
#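 ROR gamma transcriptional activity was tracked as Gal4-UAS luciferase output in stably transfected Drosophila Schneider cells, with compound added 1 hr before 700 uM copper sulfate induction and a 20 hr ambient-temperature incubation.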
# FLuc counter: firefly luciferase modulation, counter-screen for miR-21 project; P08659; purified FLuc, Km substrates, luminescence inhibition; Potency, µM (series often up to 57.5 µM), for inactives: at the top dose activity change, negative = inhibition, usual class: inhibitors; 360,000 tested, 6.9% active; AID 588342;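 also: plate controls were vehicle for no effect and reference inhibitor for full effect; nearly all actives have a fitted effect of over 55% in size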
#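 Purified P. pyralis luciferase (10nM final) with 10uM D-luciferin and 10uM ATP (Km levels) in 50mM Tris acetate pH 7.5, 10mM Mg acetate, 0.01% Tween-20, 0.05% BSA; qHTS 6-point titration, ~60 µM downward; luminescence read.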
# NPC1 prom act: activators of NPC1 promoter. Huh7 NPC1 promoter luciferase reporter, 24 h. Potency, µM (series often up to 9.22 µM), for inactives: at the top dose activation, most hits filed as activators. 320,000 tested, 2.4% active. AID 485313;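 also: % of control where 0% means no effect; nearly all actives have a fitted effect of over 60% in size; reporter is driven by a mutant NPC1 promoter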
#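 Huh7 cells stably carrying NPC1 promoter–luciferase, plated in Opti-MEM with 10% FBS for 2 h, were exposed to compound in DMSO for 24 h at 37 °C; luciferase reagent was added for 10 min and luminescence read.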
# p53 reactivator: re-activators of mutant p53 | 320,000 tested, 0.063% active | Potency, µM (titrated, usually from 92.2 µM), inactives show at the highest dose activity change, positive = activation, actives largely listed as activators | H1299 p53-A138V BP100-luciferase reporter, luminescence, 24 h; also: % of control where 0% means no effect; nearly all actives have a fitted effect of over 45% in size
#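 p53-null H1299 cells stably carrying temperature-sensitive p53-A138V and a BP100-luciferase reporter were pinned with compounds (4-point, 1:5 series) and held 24 hrs at 37 deg C. Luminescence was read 10 min after detection reagent.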
# Active calls of the source: *; ? = inconclusive; nt = no result given; [ ] = dose if it differs, or a comment. Unless noted, calls follow the shape of the dose curve; as a rule, active = well fitted curve in the direction sought with a large enough effect; inconclusive = small, poorly fitted or top-dose-only effect, or another doubt; inactive = no such curve, though single readings can be large; an effect the other way counts as inactive or inconclusive. Potency is read from the fitted curve at half-maximal effect.
SMILES,BRCA1 expr act,MBNL1 CUG block,VP16 counter,MLL CXXC-DNA inh,ELG1 genotoxic,Rab9 promoter act,uPA surface inh,RORg inh,FLuc counter,NPC1 prom act,p53 reactivator
O=C(CSc1nnc(-c2ccc(C(F)(F)F)cn2)o1)Nc1cccc(Cl)c1,1.5%,0.2%,-8.0%,5.1%,?,?,-2.0%,-32.9%,nt,3.16µM*,4.5%
CC(C)CNC(=O)CC(=O)N/N=C/c1ccc(F)cc1,20.5%,-8.6%,6.2%,7.8%,-1.6%,-1.9%,4.0%,-8.5%,-1.9%,-1.9%,-7.1%
COC(=O)c1cc2ccccc2n1Cc1ccc(Cl)nc1,-2.5%,9.1%,1.5%,?,-4.0%,-0.3%,-5.8%,-6.4%,1.0%,0.1%,-1.2%
Cc1ccccc1NC(=O)c1ccc(NC(=O)c2ccco2)cc1,68.2%,-8.3%,6.1%,7.0%,?,13.2%,nt,2.7%,?,12.4%,1.5%
O=C(NCc1ccco1)C(c1cccnc1)N(C(=O)Cn1nnc2ccccc21)c1ccccc1 (stereo not drawn),2.8%,2.2%,-0.4%,0.4%,-5.6%,-0.7%,4.6%,-7.1%,1.2%,3.5%,-1.9%
Cc1cccc(C(=O)Nc2oc(-c3ccccc3)cc2C#N)c1,0.9%,6.3%,-3.0%,1.7%,-2.7%,5.6%,-7.3%,20.1%,-11.8%,-0.5%,1.0%
COc1ccccc1CC(=O)Nc1cccc(C(=O)NN2C(=O)c3ccccc3C2=O)c1,2.1%,?,-2.5%,2.1%,2.2%,-0.4%,6.0%,3.4%,2.3%,-4.4%,2.3%
CN(C)C(=O)c1cccc(-c2csc(N3CCC(C(N)=O)CC3)n2)c1,59.1%,nt,nt,nt,8.6%,26.4%,-5.2%,nt,-20.9%,19.1%,6.1%
Cc1cc(C)c(S(=O)(=O)N2CCCCC2CCNC(=O)C(=O)NCc2ccco2)c(C)c1 (stereo not drawn),-71.1%,nt,nt,nt,-2.0%,-3.8%,-13.2%,nt,0.4%,-3.6%,-5.1%
Cc1cc(C(=O)O/N=C(\N)c2ccc(C(C)(C)C)cc2)no1,2.51µM*,nt,23.7%,-3.1%,10.2%,1.78µM*,11.1%,11.9%,6.01µM*,3.55µM*,9.4%
O=c1[nH]n(-c2ccc([N+](=O)[O-])cc2)c(=O)c2ccccc12,-0.8%,?,-3.8%,-5.5%,0.0%,-0.1%,4.3%,3.2%,-4.9%,1.6%,2.0%
CCCOc1ccc(-c2nc(SCc3ccccc3)[nH]c(=O)c2C#N)cc1OC,-15.8%,-4.9%,3.3%,3.1%,2.4%,4.4%,-2.2%,-25.2%,1.6%,0.5%,0.1%
O=C(NNC(=O)C1CCCC1)c1cc([N+](=O)[O-])cc([N+](=O)[O-])c1,-8.0%,nt,nt,nt,1.2%,-3.1%,-1.9%,nt,-2.0%,-2.8%,-1.1%
O=C(CNC(=O)c1cccc(Br)c1)N/N=C/c1cccnc1,-21.7%,9.3%,4.6%,6.0%,8.9%,3.4%,2.6%,13.6%,-13.0%,2.1%,0.2%
CC(C)(C)C(=O)Nc1c(Cl)cccc1OC(F)(F)F,1.2%,21.4%,3.5%,0.0%,1.1%,-2.5%,0.3%,-2.1%,-0.1%,0.3%,4.7%
O=c1ccc2cc(S(=O)(=O)NCc3ccccc3)ccc2[nH]1,3.0%,-4.3%,-1.1%,nt,-2.1%,0.0%,-7.6%,-18.0%,1.3%,-0.5%,-0.7%
CCOC(=O)/C(C#N)=C1/C=CNC(=O)N1,3.6%,6.7%,-4.1%,4.2%,-1.8%,3.0%,nt,4.2%,2.6%,0.4%,-11.1%
O=C(NNc1cccc(Cl)n1)Nc1cccc(Cl)c1,-2.2%,3.4%,3.5%,6.6%,-9.5%,-3.4%,-0.3%,10.1%,2.8%,1.4%,-1.4%
COc1cc(OC)cc(-c2nnc(NC(=O)c3ccc4c(c3)OCCO4)o2)c1,10.3%,1.6%,0.631µM*,7.5%,-1.5%[9.26 µM],-6.6%,-14.1%,0.316µM*,-0.2%,-2.0%,11.4%
CN(C)S(=O)(=O)N1CCC(Oc2cccc(C(=O)N3CCCCCC3)c2)CC1,-33.6%,-1.7%,-2.0%,-0.2%,0.4%,0.6%,-6.3%,22.5%,-3.3%,-3.6%,3.8%
Cc1ccc(CC(=O)Nc2nc3ccccc3s2)cc1,?,-5.4%,-14.4%,2.7%,3.1%,?,-0.9%,-14.5%,19µM*,?,13.4%
Cc1cccn2c(=O)c3cc(C(=O)NCC4CCCO4)c(=N)n(CCN4CCOCC4)c3nc12 (stereo not drawn),-10.4%,?,-3.4%,2.5%,-1.6%,-0.1%,-11.2%,8.7%,-4.4%,-1.5%,-1.9%
CCOC(=O)CSC1=C(C#N)C(c2ccc(Cl)cc2)CC(=O)N1 (stereo not drawn),2.1%,6.9%,-3.1%,-15.0%,3.1%,-6.0%,17.4%,2.9%,-0.4%,-2.0%,-6.0%
CCc1noc(C)c1C(=O)OCC(=O)c1ccccc1OC,1.1%,2.5%,17.0%,-7.4%,2.3%,3.0%,-5.0%,22.6%,-2.4%,1.2%,-4.6%
CCCCC(=O)Nc1nnc(SCC(=O)NC2CCCC2)s1,4.3%,-17.5%,-3.2%,12.0%,-2.0%,-2.3%,0.7%,9.5%,5.8%,-5.0%,2.0%
COc1cc2cc(CN(Cc3nnnn3Cc3ccccc3)CC3CCCO3)c(=O)[nH]c2cc1OC (stereo not drawn),-19.1%,?,?,-6.0%,3.5%,14.7%,-8.8%,-21.3%,-2.3%,4.3%,-12.3%
Cc1ccc(C(=O)N/C(=C/c2ccco2)C(=O)NCCc2c[nH]c3ccccc23)cc1,0.9%,nt,2.1%,10.3%,1.9%,-3.0%,-6.8%,?,15.1µM*,-1.3%,6.8%
COc1ccccc1C(=O)Nc1cc(Cl)ccc1O,-26.0%,-8.1%,-7.7%,-6.4%,6.6%,-0.7%,8.9%,16.1%,-6.9%,16.8%,15.7%
CCn1c(SCC(=O)c2c[nH]c3ccccc23)nnc1-c1cccs1,-14.5%,41.9%[activator],3.6%,42.5%[activator],4.4%,-1.3%,-6.8%,29.8%,0.7%,-4.5%,-8.1%
CC(C)(C)C(=O)/C=c1\s/c(=C\c2ccc(-c3ccc([N+](=O)[O-])cc3)o2)c(=O)n1CC(=O)NC(N)=O,-24.9%,?,-9.6%,?,-13.4%,0.6%,-2.8%,21.6%,-0.2%,-1.1%,-5.9%

# Exported with tabs: two of the compounds above.
compound	BRCA1 expr act	MBNL1 CUG block	VP16 counter	MLL CXXC-DNA inh	ELG1 genotoxic	Rab9 promoter act	uPA surface inh	RORg inh	FLuc counter	NPC1 prom act	p53 reactivator
CCOC(=O)CSC1=C(C#N)C(c2ccc(Cl)cc2)CC(=O)N1 (stereo not drawn)	2.1%	6.9%	-3.1%	-15.0%	3.1%	-6.0%	17.4%	2.9%	-0.4%	-2.0%	-6.0%
CCc1noc(C)c1C(=O)OCC(=O)c1ccccc1OC	1.1%	2.5%	17.0%	-7.4%	2.3%	3.0%	-5.0%	22.6%	-2.4%	1.2%	-4.6%

# The list continues:
SMILES,BRCA1 expr act,MBNL1 CUG block,VP16 counter,MLL CXXC-DNA inh,ELG1 genotoxic,Rab9 promoter act,uPA surface inh,RORg inh,FLuc counter,NPC1 prom act,p53 reactivator
Cc1ccc2c(c1)C1CN(C)CCC1N2C(=O)c1ccc(Cl)c(S(=O)(=O)N2CCOCC2)c1 (stereo not drawn),-0.3%,-5.9%,-4.5%,-7.4%,1.5%,-5.0%,3.4%,0.7%,-1.2%,-0.4%,-2.0%
CCSc1ncc(C#N)c(=O)[nH]1,-3.6%,-4.8%,nt,2.9%,-4.5%,-7.2%,2.3%,-36.8%[0.365 µM],1.2%,0.0%,-1.2%
CC(=O)c1c(C(C)=O)c(C)n(NC(=O)c2ccc(Cl)cc2)c1C,2.7%,-4.9%,-8.1%,-1.9%,3.0%,-1.1%,-0.2%,-38.7%,0.7%,-0.4%,0.6%
COc1ccc(C(=O)N2N=C(c3cccc(NS(C)(=O)=O)c3)CC2c2cccs2)cc1 (stereo not drawn),-19.6%,1.4%,4.0%,16.8%,-8.4%,-3.3%,3.4%,-1.2%,6.3%,-0.3%,-5.1%
Cc1ccc(N2C(=O)c3ccccc3C2Nc2ccccc2F)nc1 (stereo not drawn),-7.0%,2.3%,2.8%,12.6%,2.5%,20.0%,-4.3%,32.2%,-0.5%,-5.1%,9.7%

# Bioassay records: PubChem BioAssay, National Center for Advancing Translational Sciences (NCATS)

# Only part of the results is shown, so the mix of outcomes need not match the whole.
